High-throughput results deposited in PubChem by several laboratories.
phage Ecoli inh – E. coli growth loss with phage present; growth absorbance; inhibition, % at 11.9 µM; 360,000 compounds, 0.26% hits; AID 651602; in the data active = inhibition above about 11%
PKA-R1A act – activates the PKA-R1A holoenzyme complex | PKA-R1A dissociation, Cy5-IP20 fluorescence polarization; scaled: DMSO 0%, 113 µM cGMP 100% | P00514+P68181 | 340,000 compounds, 0.083% hits | activation, % at 11.4 µM;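 active = percent activation above the mean of all tested compounds plus 3 SD, cut at about 19% in these data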;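 also: higher means more PKAc released from R1A so a rise in polarization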
MOR-DOR ag – OPRM1-OPRD1 heterodimerization agonism; P35372+P41143; 340,000 compounds, 0.3% hits; cells, luminescence; activation, % at 9.3 µM; in the data active = activation above about 18%;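 also: 0% = vehicle-treated cells and 100% = reference agonist; values of inactives mirror those of a sister screen read the other way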
Target sequence (P35372 whole entry, looked up): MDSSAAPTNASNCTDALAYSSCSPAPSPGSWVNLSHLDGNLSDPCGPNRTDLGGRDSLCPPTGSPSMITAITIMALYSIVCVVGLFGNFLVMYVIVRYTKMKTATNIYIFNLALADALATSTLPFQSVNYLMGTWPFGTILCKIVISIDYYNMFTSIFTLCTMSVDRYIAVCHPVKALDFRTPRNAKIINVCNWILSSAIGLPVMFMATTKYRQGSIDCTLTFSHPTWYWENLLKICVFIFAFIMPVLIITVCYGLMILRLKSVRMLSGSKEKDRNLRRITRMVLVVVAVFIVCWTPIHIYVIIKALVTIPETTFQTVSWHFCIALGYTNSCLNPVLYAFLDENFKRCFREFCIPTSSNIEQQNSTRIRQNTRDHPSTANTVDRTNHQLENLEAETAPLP
Target sequence (P41143 whole entry, looked up): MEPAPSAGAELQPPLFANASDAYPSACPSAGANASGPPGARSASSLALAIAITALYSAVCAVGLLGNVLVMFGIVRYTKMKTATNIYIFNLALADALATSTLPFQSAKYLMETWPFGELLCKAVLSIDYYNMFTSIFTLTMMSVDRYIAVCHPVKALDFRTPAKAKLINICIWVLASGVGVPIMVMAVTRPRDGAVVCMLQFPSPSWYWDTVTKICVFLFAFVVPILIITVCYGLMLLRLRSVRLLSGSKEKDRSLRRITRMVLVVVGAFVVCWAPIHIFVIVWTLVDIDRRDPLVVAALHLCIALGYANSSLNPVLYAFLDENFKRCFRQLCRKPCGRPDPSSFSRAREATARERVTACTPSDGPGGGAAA
Arr AP2 block – human beta-arrestin and AP2 interaction inhibition; FITC-arrestin peptide / GST-AP2 beads, flow cytometry; AP2 beta2 appendage carries R879A mutation; inhibition, % at 10 µM; 340,000 compounds, 0.31% hits;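 active = inhibition above a set limit, near 3 SD of compounds lacking own fluorescence, cut at about 54% in these data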;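 also: plate controls were DMSO wells for no effect and 5 µM unlabelled arrestin peptide for full effect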
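System: GST-AP2 R879A glutathione beads; medium: PBS, Tween 20 0.05%, BSA 0.1%; reagent: fluorescein-tagged arrestin peptide at 50 nM final; schedule: pre-incubation 12 min, peptide binding 1 h, room temperature; detection: flow cytometry, FL1 (488/535 nm); read-out: inhibition as reduced fluorescein signal on beads, percent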
E coli growth – reduces bacterial viability in AddAB counter-screen; E. coli V3065 growth, OD600 absorbance, 18 h; inhibition, % at 11.9 µM; 330,000 compounds, 0.27% hits;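 active = inhibition above the campaign's mean inhibition across all tested compounds plus 3 SD, cut at about 9.9% in these data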;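 also: uninfected addAB+ strain grown without phage in ampicillin broth; 0% = DMSO wells and 100% = ciprofloxacin 0.95 µg/ml wells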
SUMO Mot1 rescue – blocks SUMOylation pathway, rescuing yeast Mot1-301 growth | S. cerevisiae Mot1-301 growth rescue, ATP luminescence, 38.5C; percent above DMSO median, 100 means doubled | growth rescue, % at 18.8 µM | 320,000 compounds, 1% hits;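 active = every valid replicate shows activation above 250% relative to neutral control wells; inactive = the rest, any valid replicate at or below 250%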;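 also: OY570 slx delta 5 strain wells were the positive control but not used for scaling; some compounds called inactive have numbers as strong as hits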
Tat transport – inhibitors of E. coli Tat protein transport; E. coli MC4100 TorA-mCherry Tat export, fluorescence; inhibition, % at 10 µM; 340,000 compounds, 0.036% hits; AID 488895;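 active = mean replicate inhibition at least 50% and at least half of replicates individually reaching 50%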;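 also: exported cargo escapes ClpAP degradation while cytoplasmic cargo is degraded and loses fluorescence; 0% = median of neutral control wells and 100% = median of NaSCN control wells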
Pemphigus Ab inh – inhibitors of pemphigus antibody binding to human desmoglein-3; P32926; DSG3-coupled beads, scFv-anti-DSG3-GFP binding, flow cytometry; hits give low values; binding (percent of control), % at 10 µM; 310,000 compounds, 0.48% hits; AID 588358;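 active = binding more than 3 SD below its plate's average and above zero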;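 also: hits lower antibody fragment binding to DSG3; some compounds called inactive have numbers as strong as hits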
AddAB inh – less growth of phage-infected E. coli with AddAB | E. coli expressing H. pylori AddAB, absorbance growth | inhibition, % at 11.9 µM | 330,000 compounds, 0.29% hits | AID 435030; in the data active = inhibition above about 12%;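 also: 0% = vehicle wells of infected cells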
PfHsp90 yeast 2 – reduces growth (ATP signal) of yeast expressing P. falciparum Hsp90; inhibition, % at 9.4 µM; S. cerevisiae expressing PfHsp90, BacTiter-Glo ATP, 48 h; yeast lacking PDR1 and PDR3 efflux regulators; AID 504621; 310,000 compounds, 0.32% hits;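 active = every replicate shows inhibition above about 80%, whatever the replicate mean, limit read from the data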;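 also: 0% = DMSO neutral controls and 100% = 20 µM radicicol positive controls; yeast relying on Plasmodium falciparum Hsp90 in place of its own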
OPRM1-OPRD1 inv – inverse agonists of human mu-delta opioid receptor heterodimerization; P35372+P41143; cell-based MOR-DOR heterodimer luminescence, inverse agonism; inhibition, % at 9.3 µM; 340,000 compounds, 0.21% hits; in the data active = inhibition above about 22%, passing the limit was not always enough;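 also: 0% = cells with DMSO and 100% = wells without cells with DMSO; values of inactives mirror those of a sister screen read the other way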
* hit, by the source's call. Not a hit list (roughly 2.8% active in at least one column).

Results for CC(NC(c1ccccc1)c1ccccc1)C(=O)N1CCCc2ccccc21 (stereo not drawn) ?
phage Ecoli inh: 0.7; PKA-R1A act: 6; MOR-DOR ag: 2.2; Arr AP2 block: 5; E coli growth: 0.8; SUMO Mot1 rescue: 100; Tat transport: 0; Pemphigus Ab inh: 98; AddAB inh: 1.9; PfHsp90 yeast 2: -9; OPRM1-OPRD1 inv: -11

How did Cc1cc(C)n2nc(SC(C)C(=O)Nc3ccc(Cl)cn3)nc2n1 (stereo not drawn) do in these assays?
phage Ecoli inh: -0.5; PKA-R1A act: -6; MOR-DOR ag: -1.7; Arr AP2 block: -18; E coli growth: -3.0; SUMO Mot1 rescue: -18; Tat transport: -5; Pemphigus Ab inh: 100; AddAB inh: -1.3; PfHsp90 yeast 2: -13; OPRM1-OPRD1 inv: 8

Results for Cc1ccc(OCC(=O)OCC(=O)NC2CC2)cc1C ?
phage Ecoli inh: 0.5; PKA-R1A act: -2; MOR-DOR ag: -1.6; Arr AP2 block: -7; E coli growth: -0.3; SUMO Mot1 rescue: 0; Tat transport: 1; AddAB inh: 0.1; PfHsp90 yeast 2: -14; OPRM1-OPRD1 inv: 7

What do the screens show for `CSc1oc(-c2cccs2)nc1S(=O)(=O)c1ccccc1`?
phage Ecoli inh: 1.1; PKA-R1A act: -4; MOR-DOR ag: -0.9; Arr AP2 block: 2; E coli growth: 0.3; SUMO Mot1 rescue: 96; Tat transport: 13; Pemphigus Ab inh: 86; AddAB inh: -1.5; PfHsp90 yeast 2: -6; OPRM1-OPRD1 inv: 5

Results for Cc1ccc(C)c(Nc2ncccc2C(=O)NCc2cccs2)c1 ?
phage Ecoli inh: 3.8; PKA-R1A act: -5; MOR-DOR ag: 4.1; Arr AP2 block: 32; E coli growth: -4.4; Tat transport: 7; Pemphigus Ab inh: 103; AddAB inh: -1.1; PfHsp90 yeast 2: -19; OPRM1-OPRD1 inv: -22

Results for CCc1ccc(CNC(=O)c2ccc(OC3CCN(C(C)=O)CC3)c(OC)c2)nc1 ?
phage Ecoli inh: 1.2; PKA-R1A act: -3; MOR-DOR ag: -1.2; Arr AP2 block: 33; E coli growth: -0.8; SUMO Mot1 rescue: 92; Tat transport: -3; Pemphigus Ab inh: 102; AddAB inh: 3.5; PfHsp90 yeast 2: -20; OPRM1-OPRD1 inv: 6

Results for CCn1c(NC(=O)c2cccs2)c(-c2cccs2)c(=O)c2ccccc21 ?
phage Ecoli inh: 0.9; PKA-R1A act: -3; MOR-DOR ag: -0.4; Arr AP2 block: 3; E coli growth: -3.0; SUMO Mot1 rescue: 25; Tat transport: -10; Pemphigus Ab inh: 80; AddAB inh: -1.4; OPRM1-OPRD1 inv: 2

How did Brc1cc2c(cc1C1OCCO1)OCO2 do in these assays?
phage Ecoli inh: 0.7; PKA-R1A act: 4; MOR-DOR ag: -2.3; Arr AP2 block: 23; Tat transport: 1; Pemphigus Ab inh: 94; OPRM1-OPRD1 inv: 12

Results for CCOC(=O)C1CCN(C(=O)CCc2nnc3ccc(N4CCC(C)CC4)nn23)CC1 ?
phage Ecoli inh: 1.4; PKA-R1A act: 6; MOR-DOR ag: -1.8; Arr AP2 block: 2; E coli growth: 1.3; SUMO Mot1 rescue: 0; Tat transport: 5; AddAB inh: -1.1; PfHsp90 yeast 2: 20; OPRM1-OPRD1 inv: 9

What do the screens show for `CCOC(=O)N1CCC(N(CCOC)C(=O)Nc2ccc(Cl)c(Cl)c2)CC1`?
phage Ecoli inh: 0.1; PKA-R1A act: -9; MOR-DOR ag: 2.0; Arr AP2 block: -7; E coli growth: 3.4; SUMO Mot1 rescue: -4; Tat transport: -2; Pemphigus Ab inh: 100; AddAB inh: -0.4; PfHsp90 yeast 2: 3; OPRM1-OPRD1 inv: -12

What do the screens show for `Cc1cc2nnc(SC(C)C#N)n2c2ccccc12` (stereo not drawn)?
phage Ecoli inh: 1.5; PKA-R1A act: 0; MOR-DOR ag: 1.3; Arr AP2 block: 18; E coli growth: -0.3; Tat transport: -2; AddAB inh: 3.8; OPRM1-OPRD1 inv: -7

What do the screens show for `COc1ccc2nc(N3CCCC3)[nH]c2c1`?
phage Ecoli inh: 4.6; PKA-R1A act: -4; MOR-DOR ag: 1.0; Arr AP2 block: -3; E coli growth: -1.3; SUMO Mot1 rescue: 1; Tat transport: -4; Pemphigus Ab inh: 99; AddAB inh: -2.0; OPRM1-OPRD1 inv: -6

What do the screens show for `Cc1ccc(S(=O)(=O)NCC(=O)N(CC(=O)NC(C)(C)C)Cc2cccs2)cc1`?
phage Ecoli inh: 1.6; PKA-R1A act: 15; MOR-DOR ag: -0.1; Arr AP2 block: -6; E coli growth: 0.6; SUMO Mot1 rescue: -45; Tat transport: 2; Pemphigus Ab inh: 103; AddAB inh: -1.4; OPRM1-OPRD1 inv: 1

Results for COc1ccc(N(CC(=O)N/N=C/c2ccc(C(=O)O)cc2)S(=O)(=O)c2ccc(NC(C)=O)cc2)cc1 ?
phage Ecoli inh: 0.6; PKA-R1A act: 0; MOR-DOR ag: -1.7; Arr AP2 block: 4; E coli growth: 0.8; SUMO Mot1 rescue: -9; Tat transport: -10; Pemphigus Ab inh: 101; AddAB inh: 2.1; PfHsp90 yeast 2: -14; OPRM1-OPRD1 inv: 9

Results for COc1ccccc1C(=O)NNC(=O)c1cccc(O)c1 ?
phage Ecoli inh: 1.6; PKA-R1A act: -1; MOR-DOR ag: 0.1; Arr AP2 block: 9; E coli growth: 0.0; SUMO Mot1 rescue: inactive; Tat transport: 1; Pemphigus Ab inh: 94; AddAB inh: 4.2; PfHsp90 yeast 2: 3; OPRM1-OPRD1 inv: -1

Results for COc1ccc(S(=O)(=O)N2CCN(C(=O)C3CCCO3)CC2)cc1 (stereo not drawn) ?
phage Ecoli inh: 0.2; PKA-R1A act: 3; MOR-DOR ag: -2.3; Arr AP2 block: -6; E coli growth: 1.8; SUMO Mot1 rescue: -2; Tat transport: 1; AddAB inh: -0.1; PfHsp90 yeast 2: 13; OPRM1-OPRD1 inv: 12

What do the screens show for `CC(Sc1n[nH]c(-c2cccs2)n1)C(=O)N1CCCC1` (stereo not drawn)?
phage Ecoli inh: 1.8; PKA-R1A act: 3; MOR-DOR ag: -3.3; Arr AP2 block: -3; E coli growth: -0.4; SUMO Mot1 rescue: -16; Tat transport: -4; Pemphigus Ab inh: 125; AddAB inh: 1.9; PfHsp90 yeast 2: 0; OPRM1-OPRD1 inv: 17

What do the screens show for `CC(C)CN(C(=O)C(C)N1C(=O)c2ccccc2C1=O)c1c(N)n(Cc2ccccc2)c(=O)[nH]c1=O` (stereo not drawn)?
phage Ecoli inh: 2.6; PKA-R1A act: -12; MOR-DOR ag: -0.1; Arr AP2 block: 2; E coli growth: 0.0; SUMO Mot1 rescue: 5; Tat transport: -7; Pemphigus Ab inh: -15; AddAB inh: -0.2; PfHsp90 yeast 2: 17; OPRM1-OPRD1 inv: 1

What do the screens show for `CCN(CC)C(=O)c1cc2c(=O)c3cc(Cl)ccc3oc2nc1C`?
phage Ecoli inh: 1.1; PKA-R1A act: -8; MOR-DOR ag: -3.5; Arr AP2 block: -1; E coli growth: 1.4; SUMO Mot1 rescue: 352; Tat transport: 0; Pemphigus Ab inh: 103; AddAB inh: 1.3; PfHsp90 yeast 2: 10; OPRM1-OPRD1 inv: 18

How did O=C(NC1CCCCC1)N1CCN(C(=O)c2ccco2)CC1 do in these assays?
phage Ecoli inh: 2.4; PKA-R1A act: -10; MOR-DOR ag: 0.3; Arr AP2 block: 3; E coli growth: -0.3; SUMO Mot1 rescue: -15; Tat transport: -8; Pemphigus Ab inh: 102; AddAB inh: 0.9; PfHsp90 yeast 2: -2; OPRM1-OPRD1 inv: -2

What do the screens show for `CC1CN(Cc2nc3c(c(=O)[nH]c(=O)n3C)n2CCCc2ccccc2)CC(C)O1` (stereo not drawn)?
phage Ecoli inh: 0.3; PKA-R1A act: -8; MOR-DOR ag: -0.9; Arr AP2 block: -3; E coli growth: 5.0; SUMO Mot1 rescue: -28; Tat transport: 7; Pemphigus Ab inh: 106; AddAB inh: 1.0; PfHsp90 yeast 2: -14; OPRM1-OPRD1 inv: 5

How did CCOC(=O)c1ccc(NC(=O)c2n[nH]c(=O)c3ccccc23)cc1 do in these assays?
phage Ecoli inh: 3.7; PKA-R1A act: -6; MOR-DOR ag: 1.2; Arr AP2 block: 11; E coli growth: -0.3; SUMO Mot1 rescue: 4; Tat transport: -1; Pemphigus Ab inh: 107; AddAB inh: 2.7; PfHsp90 yeast 2: 8; OPRM1-OPRD1 inv: -9

Results for COc1cc(NC(=O)CSc2nc(=O)n(CCN3CCOCC3)c3c2CCCC3)cc(OC)c1 ?
phage Ecoli inh: 0.6; PKA-R1A act: -11; MOR-DOR ag: -1.5; Arr AP2 block: 1; E coli growth: -2.3; SUMO Mot1 rescue: 8; Tat transport: 3; Pemphigus Ab inh: 99; AddAB inh: -2.6; OPRM1-OPRD1 inv: 8

Results for O=C(NNc1ccc(F)cc1)c1c(F)cccc1Cl ?
phage Ecoli inh: 0.6; PKA-R1A act: -3; MOR-DOR ag: -1.8; Arr AP2 block: -2; E coli growth: 0.5; SUMO Mot1 rescue: 142; Tat transport: -1; AddAB inh: 0.5; PfHsp90 yeast 2: 19; OPRM1-OPRD1 inv: 9

Results for COCCNc1nnc(SCC(=O)NC(=O)c2ccc(Cl)cc2)s1 ?
phage Ecoli inh: 0.5; PKA-R1A act: -7; MOR-DOR ag: -5.2; Arr AP2 block: 8; Tat transport: 5; Pemphigus Ab inh: 99; OPRM1-OPRD1 inv: 27

What do the screens show for `CCOC(=O)c1cccc(NC(=O)CSc2nnc(COc3ccccc3)n2CC)c1`?
phage Ecoli inh: 1.2; PKA-R1A act: -2; MOR-DOR ag: 2.7; Arr AP2 block: 24; E coli growth: -0.2; SUMO Mot1 rescue: 989; Tat transport: 3; Pemphigus Ab inh: 99; AddAB inh: 1.1; OPRM1-OPRD1 inv: -14

How did COc1ccc(N2CCN(c3nc(=S)n(-c4ccccc4)c(C)c3C(C)=O)CC2)cc1 do in these assays?
phage Ecoli inh: 0.6; PKA-R1A act: 2; MOR-DOR ag: -1.1; Arr AP2 block: 9; E coli growth: -1.8; SUMO Mot1 rescue: 85; Tat transport: -3; Pemphigus Ab inh: 132; AddAB inh: 0.1; PfHsp90 yeast 2: 9; OPRM1-OPRD1 inv: 6
